# Screening results as filed in PubChem.
# UCHL1 inh = inhibitors of human UCHL1 deubiquitinase | P09936 | purified UCHL1, Ub-rhodamine cleavage fluorescence | inhibition, % at 20 µM | 47,000 tested, 0.2% active
# Target sequence (P09936 whole entry, looked up): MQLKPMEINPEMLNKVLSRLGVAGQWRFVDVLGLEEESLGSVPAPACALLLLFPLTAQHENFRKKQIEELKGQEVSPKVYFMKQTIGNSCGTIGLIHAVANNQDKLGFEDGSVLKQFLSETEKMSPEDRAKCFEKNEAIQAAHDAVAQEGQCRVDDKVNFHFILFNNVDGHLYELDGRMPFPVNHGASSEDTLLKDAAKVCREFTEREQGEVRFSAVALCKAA
# USP17 inh = blocks human USP17 ubiquitin-rhodamine cleavage; inhibition, % at 50 µM; AID 1645855; purified USP17, Ub-rhodamine cleavage fluorescence, 3 h; A8MUK1; 47,000 tested, 6.5% active
# Target sequence (A8MUK1 whole entry, looked up): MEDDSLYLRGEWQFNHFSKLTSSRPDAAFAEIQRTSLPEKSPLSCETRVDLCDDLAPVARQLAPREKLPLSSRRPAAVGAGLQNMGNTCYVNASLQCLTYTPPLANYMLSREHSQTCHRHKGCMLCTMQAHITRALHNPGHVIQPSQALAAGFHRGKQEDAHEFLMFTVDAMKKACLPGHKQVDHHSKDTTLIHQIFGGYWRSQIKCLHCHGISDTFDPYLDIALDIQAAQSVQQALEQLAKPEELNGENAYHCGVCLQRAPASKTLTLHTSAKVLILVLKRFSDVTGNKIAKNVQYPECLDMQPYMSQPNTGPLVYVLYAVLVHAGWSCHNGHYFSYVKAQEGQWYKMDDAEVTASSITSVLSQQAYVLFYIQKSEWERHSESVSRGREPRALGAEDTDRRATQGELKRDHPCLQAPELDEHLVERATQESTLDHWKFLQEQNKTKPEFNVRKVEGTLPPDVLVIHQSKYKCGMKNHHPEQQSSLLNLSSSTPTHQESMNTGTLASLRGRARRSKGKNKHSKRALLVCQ
# OTUD3 block = human OTUD3 deubiquitinase inhibition. Q5T2D3. purified OTUD3, Ub-rhodamine fluorescence, 2 h. inhibition, % at 25 µM. 47,000 tested, 0.7% active. AID 1645858
# USP30 block = human USP30 deubiquitinase inhibition; Q70CQ3; purified USP30, Ub-rhodamine cleavage fluorescence; inhibition, % at 25 µM; 47,000 tested, 5.3% active
# USP10 block = inhibitors of human USP10 deubiquitinase | Q14694 | purified USP10, Ub-rhodamine fluorescence, 60 min | inhibition, % at 20 µM | 47,000 tested, 1.1% active
# USP8 inh = blocks human USP8 ubiquitin-rhodamine cleavage; 47,000 tested, 4.2% active; inhibition, % at 20 µM; purified USP8, Ub-rhodamine cleavage fluorescence, 30 min
# USP7 block = blocks human USP7 ubiquitin-rhodamine cleavage; Q93009; purified USP7, Ub-rhodamine cleavage fluorescence; inhibition, % at 20 µM; 47,000 tested, 0.3% active
# USP28 block = inhibitors of human USP28 deubiquitinase | Q96RU2 | purified USP28, Ub-rhodamine cleavage fluorescence, 30 min | inhibition, % at 25 µM | 47,000 tested, 3% active
# Starred values were filed as active, the others as inactive; . = not tested or not shown. Cut-off read from the data, not from the text of the source: active = inhibition above about 30%; inactive = the rest.
nr	SMILES	UCHL1 inh	USP17 inh	OTUD3 block	USP30 block
1	Cc1ccc2nc(-c3ccccc3O)c(Nc3ccc(Cl)cc3)n2c1	0	24	6	-5
2	Cc1ccc(NC(=O)CC2=NC(=O)C(CC(=O)Nc3ccccc3C)S2)cc1 (stereo not drawn)	3	-21	3	-22
3	Cc1ccccc1OCCSc1nc2ccccc2n1CC(=O)NC1CC1	2	31*	5	50*
4	O=C1NC(Cc2ccccc2)(c2ccccc2)C(=O)N1CC(O)CN1CCOCC1 (stereo not drawn)	-6	-6	-6	-23
5	COc1ccc(NC(=O)CSc2nc3nc(C)ccc3o2)cc1	2	17	15	26
6	CCCN1CNc2c(c(=O)[nH]c(=O)n2Cc2ccccc2Cl)C1	5	21	8	22
7	CCOC(=O)c1noc2ncn(CC(=O)NCCc3ccccc3)c(=O)c12	-3	-16	-18	-56
8	COc1ccc(OC)c(NC2c3ccccc3C(=O)N2c2cccnc2)c1 (stereo not drawn)	-1	-14	-17	-39
9	O=C(Nc1ccc(N2CCOCC2)cc1)c1ccccc1C(=O)c1ccc(F)cc1	-3	-2	-9	-26
10	Cc1ccc(C)c(NCc2cc(=O)n3c(C)csc3n2)c1	-1	9	10	1

nr	USP10 block	USP8 inh	USP7 block	USP28 block
1	6	76*	-5	-4
2	20	39*	-1	0
3	8	25	8	7
4	0	-8	-2	-20
5	1	-2	-1	17
6	6	1	-1	10
7	-8	-27	-8	-6
8	-4	-28	-7	-14
9	-2	-13	-6	-7
10	-3	16	2	27

# The list goes on.
nr	SMILES	UCHL1 inh	USP17 inh	OTUD3 block	USP30 block
11	COc1ccc(OCc2nn3c(-c4cccc(C)c4)nnc3s2)cc1	1	0	-3	-29
12	CCS(=O)(=O)N1CCC(c2c(C)n(Cc3cccc(OC)c3)c3ccccc23)CC1	-16	-65	-53	-329
13	Cc1cc(C)c2[nH]c3c(c(=O)c2c1)CN(CC(=O)NCc1ccccc1)CC3	-25	-22	-16	-27
14	Cc1ccc(-c2cc(C(F)F)n3ncc(C(=O)N(C)Cc4cnn(C)c4C)c3n2)cc1	2	-7	-6	-9
15	COc1ccc(NC(=O)COc2cc(CSc3ccccc3)ncc2OC)cc1	3	61*	8	43*
16	COCCn1cnc2c(-c3ccccc3)cn(CC(=O)NC3CCCC3)c2c1=O	0	9	5	16
17	COc1cccc(C(CC(=O)NCc2ccccc2OC)n2cccc2)c1 (stereo not drawn)	2	15	-1	-8
18	CCOc1ccccc1OCC(=O)N1CCc2cc(S(=O)(=O)N3CCCCC3)ccc21	-6	-28	-12	-58
19	Cn1c(O)c(C2c3ccccc3Oc3c2c(=O)n(C)c(=O)n3C)c(=O)n(C)c1=O (stereo not drawn)	-3	-32	-12	-104
20	Cc1ccc(C(=O)N2CCC3(CC2)NCCc2[nH]cnc23)cc1C	-6	-12	-21	-105

nr	USP10 block	USP8 inh	USP7 block	USP28 block
11	14	-14	7	-12
12	-2	-56	-23	-75
13	-9	-11	-23	-28
14	-5	2	-2	-3
15	3	21	-8	17
16	-2	3	0	6
17	2	-23	-2	0
18	-5	3	-4	-5
19	-12	-185	0	-22
20	-5	13	-6	-26

# Next section.
nr	SMILES	UCHL1 inh	USP17 inh	OTUD3 block	USP30 block
21	Cc1ccc(NC(=O)NC2CCc3nc(C(F)(F)F)cn3C2)cc1 (stereo not drawn)	0	-1	-4	-2
22	Cc1cc(-c2nnc(C3CC3)o2)c(C)n1CC(=O)Nc1ccccc1	4	2	18	.
23	CCc1nc(-c2ccc(C)c(S(=O)(=O)NCc3ccccc3OC)c2)no1	-2	-5	-8	-24
24	COc1ccccc1-c1cc2c(=O)n(Cc3nc(-c4cccc(Cl)c4)no3)ccn2n1	-2	-6	-10	-19
25	CCN1C(SCC(=O)Nc2cccc(Cl)c2)=NS(=O)(=O)c2ccccc21	2	1	17	22
26	Cc1cccc(C)c1NC(=O)C1(N(Cc2ccccc2)C(=O)c2ccc(-n3cnnn3)cc2)CCCC1	5	20	11	28
27	Cc1ccc(N(CC(=O)N2c3ccccc3CC2C)S(=O)(=O)c2ccc(Cl)c([N+](=O)[O-])c2)c(C)c1 (stereo not drawn)	2	-5	9	-13
28	Cn1c(=O)c(N2CCN(C(=O)c3cccc(F)c3)CC2)nc2ccccc21	0	-5	-6	0
29	Cc1ccc(CC2CCCN(S(=O)(=O)c3cccnc3)C2)cn1 (stereo not drawn)	1	1	7	4
30	CC(=O)N1CCCCCC1C1CCN(Cc2ccc(C#N)cc2)CC1 (stereo not drawn)	-3	-17	1	.

nr	USP10 block	USP8 inh	USP7 block	USP28 block
21	1	6	-2	-1
22	0	4	-1	.
23	-3	3	0	-9
24	-4	-5	1	-9
25	4	-96	11	24
26	2	22	-56	25
27	3	-15	7	-4
28	1	0	-4	-148
29	-2	4	6	8
30	-2	-19	-4	.

# (next part)
nr	SMILES	UCHL1 inh	USP17 inh	OTUD3 block	USP30 block
31	COc1cccc(C(=O)Nc2nccn(-c3ccc4c(c3)CCC4)c2=O)c1	1	-14	0	0
32	Cc1ccc(NC(=O)CCc2nc(CSc3nnc(-c4ccncc4)o3)no2)cc1	-5	-1	-2	-12
33	Cc1cccc(-c2cc3n(n2)CCCN(C(=O)c2ccncc2)C3)c1	1	-6	-6	4
34	CCc1nnsc1C(=O)NC(c1ccc(F)cc1)c1nccn1C (stereo not drawn)	-2	3	1	16
35	COCCNc1ncnc2c1sc1nc(C(C)C)c3c(c12)CCC3	4	-28	-9	-47
36	CCc1nc(Sc2ccc3ccccc3c2)c2oc3ccccc3c2n1	2	51*	12	52*
37	O=C(C1CCC1)N1CCN2C(=O)c3ccccc3[C@H]2C1	-5	0	0	3
38	COCCN1C(=O)Cc2ccccc2C1C(=O)NCc1cccc(C)c1 (stereo not drawn)	3	5	6	7
39	COc1ccccc1CNC(=O)C1CCN(C(=O)c2cc(-c3cccnc3)n[nH]2)CC1	0	7	15	9
40	CN(Cc1ccccc1)C(=O)c1cc(=O)nc2sc(N3CCCCCC3)nn12	2	3	5	1

nr	USP10 block	USP8 inh	USP7 block	USP28 block
31	3	-67	-11	4
32	1	-150	0	-11
33	0	7	-1	-14
34	2	-10	-1	1
35	-3	-4	0	13
36	5	-1	7	5
37	0	7	-1	-3
38	1	14	-1	7
39	1	7	5	11
40	-1	7	-1	11

# (more compounds)
nr	SMILES	UCHL1 inh	USP17 inh	OTUD3 block	USP30 block
41	CCn1c(CN2CCc3ccccc3C2)nc2cc(S(=O)(=O)N(C)C)ccc21	0	34*	-7	-42
42	O=C(c1ccc2noc(-c3ccc(F)cc3)c2c1)N1CCN(c2ccccc2F)CC1	-5	-37	-6	-121
43	COc1ccc(OC)c(S(=O)(=O)N2CCC[C@H]2C(=O)Nc2cc(C)on2)c1	-1	0	9	0
44	CC(=O)c1cccc(NC(=O)c2ccc(S(=O)(=O)N(C)Cc3ccccc3)cc2)c1	1	44*	-2	11
45	Cc1ccc(NC(=O)CCc2c(C)nn3cnnc3c2C)cc1F	-2	5	0	9
46	O=C(CC1C(=O)N(Cc2cccnc2)c2nc3ccccc3n21)Nc1ccc(F)cc1 (stereo not drawn)	0	0	0	0
47	O=C(COC(=O)c1cc(S(=O)(=O)N2CCCC2)ccc1O)NC1CCCC1	1	12	15	26
48	COc1cccc(O[C@@H]2C[C@@H](NC(=O)c3ocnc3C)[C@H](O)[C@H]2O)c1	-2	-26	-14	-11
49	COc1ccc(C(=O)N2c3ncnn3C(c3ccccc3)CC2c2ccccc2)cc1OC (stereo not drawn)	-3	-14	-2	-5
50	COc1ccc(C2C3CCCCC3(O)CCN2C(=O)/C=C/c2cc(OC)c(OC)c(OC)c2)c(OC)c1 (stereo not drawn)	0	-8	-11	-34

nr	USP10 block	USP8 inh	USP7 block	USP28 block
41	-5	79*	4	5
42	-5	-27	-4	-6
43	3	8	1	3
44	4	2	1	0
45	-1	1	-1	3
46	-1	14	-25	4
47	2	17	6	7
48	-12	-14	0	-16
49	-6	-45	-3	-8
50	-6	-8	3	-16

# New compounds follow
nr	SMILES	UCHL1 inh	USP17 inh	OTUD3 block	USP30 block
51	Cn1c(=O)c2ccc(C3CCN(Cc4cccnc4)C3)nc2n(C)c1=O (stereo not drawn)	-10	-2	2	-10
52	COc1ccc(NC(=O)CC2=NS(=O)(=O)c3ccccc3N2)cc1Cl	3	7	7	-1
53	Cn1nc(C(=O)N2CCc3[nH]nc(-c4ccccc4)c3C2)c2ccccc21	-1	-7	-7	0
54	O=C(NC1CCCCCC1)c1cn(-c2ccc(S(=O)(=O)N3CCCC3)cn2)cn1	8	18	6	25
55	CC(=O)Nc1ncncc1N1CCC(C(=O)NCCC2=CCCCC2)CC1	1	7	10	16
56	CC(C)(O)[C@H]1CC[C@](C)([C@@H]2CC3(CCN(C(=O)c4cccc5c4OCCO5)CC3)CO2)O1	0	-9	12	14
57	Cc1ccc(C(C(=O)NC2CCCC2)N(Cc2ccccc2Cl)C(=O)c2ccco2)cc1 (stereo not drawn)	3	-14	14	21
58	Oc1cc(OCCN2CCCCC2)ccc1-c1[nH]ncc1-c1ccccc1	2	15	-1	-5
59	Cc1ccc2nc(Cl)c3cc(C(=O)N4CCC(C)CC4)sc3c2c1	4	6	2	10
60	Cc1cccc(NC(=O)CN2C(=O)CSC(C)C2=O)c1 (stereo not drawn)	0	1	6	5

nr	USP10 block	USP8 inh	USP7 block	USP28 block
51	-4	-15	-8	2
52	1	2	4	5
53	2	-5	-2	-15
54	1	19	8	10
55	1	17	1	9
56	0	21	4	4
57	5	-179	5	3
58	0	66*	1	3
59	12	0	-62	-4
60	3	8	1	9

# 2 compounds from above with just USP17 inh, USP28 block and USP10 block.
item | compound | USP17 inh | USP28 block | USP10 block
15 | COc1ccc(NC(=O)COc2cc(CSc3ccccc3)ncc2OC)cc1 | 61* | 17 | 3
60 | Cc1cccc(NC(=O)CN2C(=O)CSC(C)C2=O)c1 (stereo not drawn) | 1 | 9 | 3

# Additional results.
nr	SMILES	UCHL1 inh	USP17 inh	OTUD3 block	USP30 block
61	CC(C)(C)CC(=O)N1CCC(c2nc3c(nnn3Cc3ccccc3)c(=O)[nH]2)CC1	-1	-6	-7	1
62	O=C(CCc1ccccc1)N1C[C@@H]2OCC(=O)N(C3CCOCC3)[C@H]2C1	2	9	7	16
63	CC(NC(=O)[C@H](C)N1C(=O)N2CCc3c([nH]c4ccccc34)[C@@]2(C)C1=O)c1ccccc1 (stereo partly drawn)	3	0	11	4
64	CC(C)Cc1cc(-c2nnc3sc(-c4ccco4)nn23)n[nH]1	10	73*	41*	-3
65	CCCC(C(=O)Nc1ccc(OC)c(OC)c1)N1Cc2ccccc2C1=O (stereo not drawn)	-3	0	-3	1
66	Cc1cccc(NC(=O)C2CCC(=O)N2S(=O)(=O)c2ccccc2)c1 (stereo not drawn)	0	5	5	25
67	COc1ccc(-c2nc(C)cc(C)c2CNC(=O)C2CCC2)cc1	-1	-3	-7	2
68	CCSc1nnc(-c2cccc(NC(=O)c3ccccc3Cl)c2)n1C	-1	-20	-8	4
69	CC(=O)N1CCOc2cc(S(=O)(=O)N3CCCC3c3cc(C(C)C)on3)ccc21 (stereo not drawn)	0	0	6	14
70	Cc1ccc(CSc2nnc(/C=C/c3ccccc3)o2)cc1	-2	40*	0	25

nr	USP10 block	USP8 inh	USP7 block	USP28 block
61	2	0	-11	-8
62	1	9	10	6
63	1	4	4	3
64	10	35*	7	39*
65	-6	-2	-3	0
66	0	-9	3	6
67	1	6	1	-9
68	2	-15	-2	23
69	0	5	-1	40*
70	7	-2	10	-1

# Further results.
nr	SMILES	UCHL1 inh	USP17 inh	OTUD3 block	USP30 block
71	COc1ccc(NS(=O)(=O)c2ccc3c(c2)CCCC(=O)N3)c(OC)c1	-5	4	-2	-6
72	O=C(c1ccc2c(c1)N(Cc1ccccc1F)C(=O)c1ccccc1S2)N1CCC2(CC1)OCCO2	4	12	0	1
73	COc1cc(C2CCN(C(=O)c3cccc(F)c3)CC2)on1	-1	9	4	18
74	COc1ccccc1NC(=O)CN1C(=O)C(O)(c2ccccc2)c2ccccc21 (stereo not drawn)	-1	-4	3	-9
75	C=CCNCc1cc(-c2ccc(F)cc2)cn2nnnc12	-2	3	2	0
76	COc1ccc(-c2nc(C)c(C(=O)NCCc3ccc(S(N)(=O)=O)cc3)s2)cc1	-1	3	2	30
77	COc1ccc2[nH]c(=O)c(CN(Cc3ccc(F)cc3)C(=O)Nc3ccccc3OC)cc2c1	-3	11	-9	-16
78	CN[C@H]1CCc2cc(OC)c(OC)c(OC)c2-c2ccc(OC)c(=O)cc21	1	-8	4	-54
79	CCc1nnc2c3cnn(-c4cccc(Cl)c4)c3ncn12	0	22	0	0
80	COCCN1C(=O)c2ccccc2C(C(=O)N2CCN(c3ccccc3)CC2)C12CCCC2 (stereo not drawn)	-2	-10	-11	-22

nr	USP10 block	USP8 inh	USP7 block	USP28 block
71	-1	8	-3	-8
72	0	6	1	8
73	0	14	3	4
74	2	0	-12	3
75	1	3	-3	-5
76	30*	37*	-1	15
77	2	-1	1	-11
78	-7	11	-3	7
79	0	2	-4	-4
80	-3	-7	-2	-19

# An excerpt from above in order of their number in USP30 block, ascending:
No.	mol	USP30 block
78	CN[C@H]1CCc2cc(OC)c(OC)c(OC)c2-c2ccc(OC)c(=O)cc21	-54
72	O=C(c1ccc2c(c1)N(Cc1ccccc1F)C(=O)c1ccccc1S2)N1CCC2(CC1)OCCO2	1
76	COc1ccc(-c2nc(C)c(C(=O)NCCc3ccc(S(N)(=O)=O)cc3)s2)cc1	30
